Epigenetic reg – epigenetic control regulation, reporter derepression | AID 1865 | 280,000 tested, 0.2% active | Potency, µM (titrated, usually from 53.9 µM), for the others: at the top dose GFP activation, usual class: activators | murine LDR cells, GFP reporter derepression, 30 h; active = well fitted activation curve with a large enough effect; inconclusive = small, poorly fitted or top-dose-only effect; note: % of control where 0% means no effect; nearly all actives have a fitted effect of over 60% in size
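In this reporter-derepression format, murine cells bearing a silenced integrated CMV-GFP locus incubate with test compound (30 h, 37 C), then are washed and imaged; fluorescent objects of 20–120 um count as induced cells.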
LMNA splice mod – modulators of lamin A splicing; HeLa LMNA splicing GFP/RFP minigene ratio, 48 h; Potency, µM (series often up to 46.1 µM), without a hit: at the highest dose ratio change, negative = inhibition, actives largely listed as inhibitors; 200,000 tested, 0.01% active; AID 1487; active = well fitted inhibition curve with a large enough effect in the signal ratio, with a control signal flat, not every such curve was filed as active; inconclusive = small, poorly fitted or top-dose-only effect, or effect the other way, or a change in a side signal; the % refers to the signal ratio; note: % is set by controls: 0 for no effect and ±100 for the full control effect
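Read-out is the ratio of GFP to DsRed2 object intensity, acquired by 488 nm laser-scanning cytometry on HeLa lamin A-EGFP minigene reporter cells. Compound incubation 48 hrs at 37 °C in Opti-MEM with 2% FBS; DMSO 0.5% final.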
* marks the source's active call; other numbers are inactive results; ? = inconclusive; [ ] = remark or other dose. Potency is the fitted concentration of half-maximal effect.

canonical_smiles | LMNA splice mod | Epigenetic reg
O=C(Cn1ncc2c([nH]c3ccccc32)c1=O)NCCCN1CCN(c2ccccc2)CC1 | 10%[46 µM] | -1.2%
COc1ccccc1Cc1nc2ccccc2nc1SCC(=O)N1CCC(C)CC1 | ? | -1.1%
CCN(CCCNC(=O)Cn1ncc2c([nH]c3ccc(C)cc32)c1=O)Cc1ccccc1 | -1%[46 µM] | -1.3%
Cc1oc2ncn(CC(C)C)c(=O)c2c1C(=O)N(Cc1ccccc1)C(C)C | -7%[46 µM] | -1.3%
CCOc1cc(C(=O)NCCc2csc(-c3ccc(C)cc3)n2)cc(OCC)c1OCC | ? | 0.0%
COc1ccc(-c2nc3scc(CCNS(=O)(=O)c4c(C)cc(C)cc4C)n3n2)cc1OC | 20%[46 µM] | 2.0%
CC(C)(C)OC(=O)N1CCC(c2c(C(=O)Nc3ccc4c(c3)OCCO4)cnn2-c2ccc(F)cc2F)CC1 | ? | 0.0%
COC(=O)c1ccc2c(c1)N(CC(=O)Nc1ccc(OC)c(Cl)c1)C(=O)c1ccccc1S2 | -3%[46 µM] | ?
CCOC(=O)c1ccccc1NC(=O)N1CCN(Cc2cc(=O)n3nc(-c4ccccc4)sc3n2)CC1 | -2%[46 µM] | -5.2%
CCOc1cc(C2C(C(=O)OC)=C(C)NC3=C2C(=O)c2ccccc23)ccc1OC (stereo unspecified) | -21%[46 µM] | -0.4%
Cc1cccc(C)c1NC(=O)Cn1c(SCC(=O)NCc2ccccc2)nc2ccccc21 | ? | 6.4%
Cc1ccc(C)c(N2CCN(S(=O)(=O)c3ccc(C(=O)N(C)C)s3)CC2)c1 | ? | 1.6%
CC(=O)c1ccc(N2CCN(C(=O)C3CCN(S(=O)(=O)c4cccc5nonc45)CC3)CC2)cc1 | ? | -1.3%
CCOC(=O)c1cccc(NC(=O)Cn2c(=O)nc(-c3ccccc3F)c3cc(Cl)ccc32)c1 | -9%[46 µM] | -3.5%
CCN(C(=O)C1CCCN(c2ncnc3onc(-c4ccc(F)cc4)c23)C1)c1ccccc1 (stereo unspecified) | 8%[46 µM] | -1.3%
CCOC(=O)C1=C(CN2CCN(c3ccc(Cl)cc3)CC2)NC(=O)NC1c1ccc(F)cc1 (stereo unspecified) | ? | -0.4%
CC(=O)N1CCc2cc(CNS(=O)(=O)c3cccs3)ccc21 | -17%[46 µM] | 1.5%
COc1ccc(-c2nc3sc(CCNC(=O)C(=O)Nc4ccc(C)c(F)c4)c(C)n3n2)cc1 | 9%[46 µM] | 4.2%
CCOc1ccc(OCC)c(NC(=O)c2cnn(-c3ccc(F)cc3)c2C2CCN(C(=O)OC(C)(C)C)CC2)c1 | ? | 0.0%
CCCCc1ccc(NC(=O)CSc2nnc3[nH]c(=O)cc(C)n23)cc1 | 4%[46 µM] | -1.2%
O=C(COc1ccc(F)cc1)Nc1ccc(S(=O)(=O)N(Cc2ccccc2)c2ccccc2)cc1 | 5%[46 µM] | 1.6%
CCc1cccc(C)c1NS(=O)(=O)c1c(C(=O)N2CCCCCC2)c(C)n(C)c1C | 1%[46 µM] | 0.0%
NC(=O)CSc1nc2ccc(NC(=O)COc3ccccc3)cc2s1 | ? | 1.1%
O=C(CN1C(=O)C2(SCC(=O)N2c2cccc(Cl)c2)c2ccccc21)NC1CCCCC1 (stereo unspecified) | 0%[46 µM] | -1.3%
CCCCC(=O)Nc1cc(-c2cn3cccnc3n2)ccc1C | 9%[46 µM] | -1.6%
COCCn1ccc2c(OCC(=O)Nc3c(C)cc(C)cc3C)cccc2c1=O | -12%[46 µM] | 1.0%
COc1ccc(Cl)cc1C(=O)Nc1ccc2nc(Nc3cccc(Cl)c3)cc(C)c2c1 | -21%[46 µM] | 1.1%
COc1ccccc1-c1cc(NC(=O)COc2ccccc2Cl)n(-c2ccccc2)n1 | 19%[46 µM] | 0.0%
O=C(COc1ccccc1)OCc1cc(=O)n2nc(C3CC3)sc2n1 | ? | 0.0%
O=C(CCc1ccccc1)NCc1ccc2c(c1)CCN2C(=O)c1ccc(Cl)cc1 | 0%[46 µM] | -1.3%
Cc1ccc(-n2ncc(C(=O)N3CCN(C(=O)c4ccco4)CC3)c2C2CCN(C(=O)OC(C)(C)C)CC2)cc1 | 11%[46 µM] | -1.3%
CCOc1ccc2ncc3c(-c4ccccc4)nn(CC(=O)Nc4cccc(F)c4)c3c2c1 | 15%[46 µM] | 1.5%
Cc1cccc(-c2nc3cc(NC(=O)COc4ccccc4F)ccc3o2)c1 | ? | 0.0%
CCOc1cccc2sc(N3CCN(C(=O)c4ccco4)CC3)nc12 | 20%[46 µM] | 2.1%
O=C(c1cccs1)N(Cc1cccnc1)c1nc2ccc(F)cc2s1 | -5%[46 µM] | 7.2%
CCNC(=O)c1ccc(CSc2nc3cccnc3n2Cc2ccc(OC)cc2)cc1 | -33%[46 µM] | 0.0%
CC(C)OCCCn1c(SCc2cccc(Br)c2)nc2c(sc3ccccc32)c1=O | 12%[46 µM] | 0.2%
CCOc1c(CC2C(=O)Nc3ccc(Br)cc32)cccc1OC (stereo unspecified) | -3%[46 µM] | -1.6%
CCCCN(C)C(=O)Cn1ncc2c([nH]c3ccc(C)cc32)c1=O | 14%[46 µM] | -0.2%
CC(C)CCNc1nc(Nc2ccccc2)c2cnn(C)c2n1 | -17%[46 µM] | -4.1%
CN(CC(=O)Nc1cccc(Cl)c1)S(=O)(=O)c1ccc2[nH]c3c(c2c1)CCCC3 | ? | -1.2%
CCOC(=O)c1cccc(NC(=O)CCSCCc2ccccn2)c1 | 5%[46 µM] | -1.1%
CC(C)CCNC(=O)Cn1cc(S(=O)(=O)Cc2ccc(F)cc2)c2ccccc21 | -14%[46 µM] | -1.2%
CC1CCCN(c2csc3ccccc3c2=O)C1 (stereo unspecified) | 8%[46 µM] | 4.5%
COc1ccc(-c2csc3ncnc(Nc4ccc(OC)cc4OC)c23)cc1 | -22%[46 µM] | -6.4%
O=C(Nc1ccc(Br)cc1)C(Cc1ccccc1)NS(=O)(=O)c1cccc2nsnc12 (stereo unspecified) | 0%[46 µM] | -1.3%
O=C(Nc1cc(Cl)cc(Cl)c1)c1cc(S(=O)(=O)N2CCC3(CC2)OCCO3)ccc1F | ? | -0.6%
Cc1cc(NC(=O)CSc2nc(-c3ccccc3C)nc3c2c(=O)n(C)c(=O)n3C)no1 | 6%[46 µM] | 15%

Sorted by value in Epigenetic reg (highest first): 3 from the list above
canonical_smiles | LMNA splice mod | Epigenetic reg
CC1CCCN(c2csc3ccccc3c2=O)C1 (stereo unspecified) | 8%[46 µM] | 4.5%
O=C(Nc1cc(Cl)cc(Cl)c1)c1cc(S(=O)(=O)N2CCC3(CC2)OCCO3)ccc1F | ? | -0.6%
CC(C)CCNC(=O)Cn1cc(S(=O)(=O)Cc2ccc(F)cc2)c2ccccc21 | -14%[46 µM] | -1.2%

Continued:
canonical_smiles | LMNA splice mod | Epigenetic reg
COCCn1ccc2c(OCC(=O)NCc3ccc(F)cc3)cccc2c1=O | 6%[46 µM] | 5.6%
CC(C)c1ccc(NC(=O)c2ccc(F)c(S(=O)(=O)N3CCCCCC3)c2)cc1 | 6%[46 µM] | 8.2%
Cc1ccc(C)c(N2CCN(C(=O)c3cc(S(=O)(=O)N4CCCCC4)cn3C)CC2)c1 | -10%[46 µM] | 0.0%
CCOC(=O)c1c(NC(=O)CS(=O)(=O)c2ccc(Cl)cc2)sc2c1CCCC2 | 1%[46 µM] | 11%
O=C(NCc1ccc2c(c1)CCN2C(=O)c1ccncc1)c1cccc(F)c1 | 5%[46 µM] | 0.0%
O=C(Cn1cnc(S(=O)(=O)N2CCCC2)c1)Nc1cccc(F)c1 | 8%[46 µM] | 0.0%
COc1cc(NC(=O)CCS(=O)(=O)c2ccc(Br)cc2)cc(OC)c1 | ? | 0.8%
COc1ccc(C)cc1NC(=O)CCc1c(C)nn(-c2ccc(N3CCOCC3)nn2)c1C | 8%[46 µM] | 0.8%
CC(=O)c1ccc(N2CCN(C(=O)Nc3cn(CC(C)C)c(=O)c4ccccc34)CC2)cc1 | -1%[46 µM] | -1.3%
CC(CNC(=O)CCS(=O)(=O)c1cc2c(cc1Cl)NC(=O)CO2)c1ccccc1 (stereo unspecified) | -2%[46 µM] | -1.2%
COc1ccc(C)cc1NC(=O)Cn1c(=O)ccc2cc(S(=O)(=O)N3CCC(C)CC3)ccc21 | 15%[46 µM] | 0.0%
CN(C(=O)c1cc2c(=O)n3ccccc3nc2n1C)c1ccccc1 | 9%[46 µM] | 0.0%
O=C(Nc1nnc(S(=O)(=O)N2CCCc3ccccc32)s1)c1cccc(Cl)c1 | ? | 0.0%
O=C(Cn1c(=O)nc(-c2ccccc2)c2ccccc21)NCc1ccccc1Cl | ? | 0.8%
COCCSc1nc2c([nH]c3ccccc32)c(=O)n1-c1ccc(OC)c(OC)c1 | 4%[46 µM] | 0.8%
COc1ccc(C2N=C(N)Nc3nc4ccccc4n32)cc1 (stereo unspecified) | 1%[46 µM] | -0.7%
CC1=Nc2cc(C(=O)NCc3ccc(C)cc3)ccc2Sc2ccc(Cl)cc21 | -13%[46 µM] | 0.0%
COc1ccc(CC(=O)N2CCc3cc(OC)c(OC)cc3C2COc2ccc(F)cc2)cc1OC (stereo unspecified) | -28%[46 µM] | 4.7%
CCN(C(=O)c1sc2nc3n(c(=O)c2c1C)CCCCC3)c1ccc(OC)cc1 | 21%[46 µM] | 1.4%
O=C(CSc1nc2c([nH]c3ccccc32)c(=O)n1-c1ccccc1F)Nc1cccc(C(F)(F)F)c1 | ? | 0.8%
CCN(C(=O)c1ccc2c(c1)N(Cc1cccc(Cl)c1)C(=O)c1ccccc1S2=O)c1ccccc1 (stereo unspecified) | ? | 0.0%
Cc1ccc(N(Cc2cccs2)C(=O)c2ccc(OC(C)C)cc2)cc1 | ? | -2.2%
Cc1cc(C(=O)NCc2ccccc2Cl)c2c(C)nn(-c3cccc(F)c3)c2n1 | -2%[46 µM] | -0.2%
Cc1ccc(CSc2nc3cccnc3n2Cc2ccc(C(=O)NC3CCCCC3)cc2)cc1 | 9%[46 µM] | 2.1%
COc1ccccc1N1CCN(C(CNC(=O)C(=O)NCCCN(C)C)c2cccnc2)CC1 (stereo unspecified) | 34%[46 µM] | 2.8%
Cc1cc(C)cc(NC(=O)CSc2nccn2-c2ccccc2)c1 | 26%[46 µM] | 1.4%
CCN(Cc1ccccc1)C(=O)CCS(=O)(=O)c1ccc2c(c1)oc(=O)n2C | 4%[46 µM] | 0.0%
COc1cccc(C(=O)Nc2ccc3nc(SCC(=O)N4CCc5ccccc54)sc3c2)c1 | 10%[46 µM] | 8.1%
Cc1cc(-n2c(SCc3ccccc3F)nc3[nH]ncc3c2=O)ccc1Cl | ? | -1.1%
Cc1ccc(N2CCN(C(=O)c3cnn(-c4ccc(C)c(C)c4)c3C3CCNCC3)CC2)c(C)c1 | ? | -1.3%
COc1ccc(NC(=O)CCn2c(=O)c3cccn3c3ccccc32)c(OC)c1 | 3%[46 µM] | 0.8%
O=C(NC1CC(=O)N(c2cccc(F)c2)C1)C1CCCCC1 (stereo unspecified) | ? | 2.1%
CCN1CCN(C(c2ccccc2Cl)c2c(O)cc(C)n(CCOC)c2=O)CC1 (stereo unspecified) | -10%[46 µM] | -0.7%
O=C(NCCc1ccc(F)cc1)C(=O)NCC(c1ccc2c(c1)OCO2)N1CCOCC1 (stereo unspecified) | -4%[46 µM] | 0.0%
O=C(CC1N=C2c3ccccc3N=C(SCc3ccc(F)cc3)N2C1=O)NCc1ccc2c(c1)OCO2 (stereo unspecified) | ? | -0.5%
CCC1CN(C(=O)N2CCC(C(=O)NCc3cccc(F)c3)CC2)c2cc(C)ccc2O1 (stereo unspecified) | -6%[46 µM] | 2.5%

Already shown: four of the compounds above.
canonical_smiles | LMNA splice mod | Epigenetic reg
Cc1ccc(N2CCN(C(=O)c3cnn(-c4ccc(C)c(C)c4)c3C3CCNCC3)CC2)c(C)c1 | ? | -1.3%
COc1ccc(NC(=O)CCn2c(=O)c3cccn3c3ccccc32)c(OC)c1 | 3%[46 µM] | 0.8%
O=C(NC1CC(=O)N(c2cccc(F)c2)C1)C1CCCCC1 (stereo unspecified) | ? | 2.1%
CCN1CCN(C(c2ccccc2Cl)c2c(O)cc(C)n(CCOC)c2=O)CC1 (stereo unspecified) | -10%[46 µM] | -0.7%

Further results follow:
canonical_smiles | LMNA splice mod | Epigenetic reg
CNC(=O)C1CCC(Cn2c(=O)c3sccc3n(CC(=O)Nc3cc(F)ccc3F)c2=O)CC1 (stereo unspecified) | ? | 0.0%
Cc1cccc(NC(=O)N2CCC(N3CCN(Cc4ccccc4)C(=O)C3=O)CC2)c1C | -2%[46 µM] | -1.3%
CCOc1cc(CNC(=O)c2ccc3nc(C(C)C)oc3c2)cc(OCC)c1OCC | ? | -0.6%
CCOc1ccccc1NC(=O)CCn1nc(C)c(S(=O)(=O)N2CCCCC2)c1C | 3%[46 µM] | -2.9%
COCCCNc1ncnc2c1nnn2C | 11%[46 µM] | 3.2%

These rows are one share of the data; count on the stated rates, not on these rows.
